# Screening results deposited in PubChem BioAssay by several laboratories.
# Fam108B counter: blocks mouse Fam108B hydrolase in RBBP9 counter-screen. recombinant Fam108B, FP-Rh probe fluorescence polarization. inhibition, % at 9.51 µM. 300,000 tested, 0.33% active. AID 1947;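 active means inhibition above the screen mean inhibition plus 3 SD, computed separately per campaign, cut at about 18% in these data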;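 further: inhibitors lower polarization as less probe binds the enzyme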
# MCL1-BIM inh: MCL1-BIM-BH3 interaction inhibition (human). Q07820. GST-MCL1 / FITC-Bim-BH3 fluorescence polarization. inhibition, % at 10.9 µM. 320,000 tested, 0.68% active. AID 2057;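 active means inhibition above the mean inhibition of all tested compounds plus 3 SD, set per campaign, cut at about 40% in these data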;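 further: 0% = DMSO wells and 100% = unlabeled Bim-BH3 peptide control; higher means more loss of mP so more displacement of Bim peptide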
# VLA-4 inh: inhibition in a human VLA-4 binding assay; P13612; VLA-4 expressing cells, ligand binding flow cytometry; inhibition, % (about 7 µM as worked out from the volumes in the protocol); 330,000 tested, 0.2% active; AID 2557; in the data active means inhibition above about 50%
# Target sequence (P13612 whole entry, looked up): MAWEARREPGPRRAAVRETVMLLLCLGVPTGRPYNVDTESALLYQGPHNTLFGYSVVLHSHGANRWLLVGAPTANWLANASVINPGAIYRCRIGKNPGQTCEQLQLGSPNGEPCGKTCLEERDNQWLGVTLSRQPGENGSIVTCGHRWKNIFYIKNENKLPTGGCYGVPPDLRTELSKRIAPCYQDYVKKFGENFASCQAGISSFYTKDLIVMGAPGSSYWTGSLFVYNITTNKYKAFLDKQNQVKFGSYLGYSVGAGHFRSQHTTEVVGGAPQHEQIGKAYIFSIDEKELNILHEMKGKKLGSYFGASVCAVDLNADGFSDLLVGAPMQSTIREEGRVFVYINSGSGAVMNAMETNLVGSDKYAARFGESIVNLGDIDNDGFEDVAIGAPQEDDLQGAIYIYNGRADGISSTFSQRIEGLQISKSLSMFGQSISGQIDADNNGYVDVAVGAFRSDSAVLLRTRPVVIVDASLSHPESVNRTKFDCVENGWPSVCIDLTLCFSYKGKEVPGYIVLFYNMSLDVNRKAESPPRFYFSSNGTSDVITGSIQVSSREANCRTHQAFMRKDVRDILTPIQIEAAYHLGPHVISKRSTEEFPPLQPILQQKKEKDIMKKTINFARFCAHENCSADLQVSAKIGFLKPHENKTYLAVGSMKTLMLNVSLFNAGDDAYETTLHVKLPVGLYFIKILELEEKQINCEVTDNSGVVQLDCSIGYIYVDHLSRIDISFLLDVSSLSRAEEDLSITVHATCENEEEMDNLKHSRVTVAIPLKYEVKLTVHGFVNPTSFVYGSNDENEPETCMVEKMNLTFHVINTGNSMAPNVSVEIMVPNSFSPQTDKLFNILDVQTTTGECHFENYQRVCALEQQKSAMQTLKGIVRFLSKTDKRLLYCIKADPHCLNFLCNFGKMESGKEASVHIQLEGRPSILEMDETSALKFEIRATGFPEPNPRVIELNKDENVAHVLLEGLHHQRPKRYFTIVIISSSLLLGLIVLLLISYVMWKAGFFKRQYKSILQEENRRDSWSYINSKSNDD
# GRK2 aptamer HTS: inhibitors of human GRK2 displacing RNA aptamer | inhibition of aptamer binding, % at 10 µM | 330,000 tested, 0.59% active | bead flow cytometry, FAM-aptamer displacement from GRK2;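 active means inhibition of aptamer binding above 40%, roughly 3 SD of noise, on plates passing a quality check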;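 further: median bead fluorescence of bound FAM aptamer so fluorescent compounds give negative values; no value below 0 was filed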
# GLD-1 RNA inh: GLD-1-TGE RNA interaction inhibition (C. elegans); Q17339; purified GLD-1 + fluorescein TGE RNA, fluorescence polarization; inhibition, % at 5.96 µM; 320,000 tested, 0.44% active; AID 2280;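 active means percent inhibition above a per-plate cutoff, the plate mean of test compounds plus 3 SD, cut at about 30% in these data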;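 further: 0% = DMSO wells with GLD-1 and probe and 100% = wells lacking GLD-1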
# PME-1 primary: blocks human protein phosphatase methylesterase 1 | 320,000 tested, 0.53% active | AID 2130 | Q9Y570 | recombinant PME-1, FP-Rh probe fluorescence polarization | inhibition, % at 5.9 µM;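 active means inhibition above the campaign mean of all compounds plus 3 SD, cut at about 26% in these data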;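 further: competitive labeling of PME-1 active site by serine hydrolase directed probe; 0% = PME-1 with DMSO and 100% = wells lacking PME-1 enzyme; inhibitors block probe labeling so polarization falls and inhibition rises; many of its hits are not listed in these tables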
# Bcl-xL primary: inhibitors of human Bcl-xL | AID 2129 | inhibition, % at 10.9 µM | 320,000 tested, 0.7% active | GST-Bcl-xL / FITC-Bim BH3 peptide fluorescence polarization;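 active means inhibition above the mean of all tested compounds plus 3 SD, cutoff set per campaign, cut at about 30% in these data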;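 further: 0% = DMSO wells and 100% = unlabeled Bim-BH3 peptide competitor; inhibitors lower millipolarization by displacing the labeled peptide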
# Efflux pump mplx: blocks antifungal efflux pumps in multiplex yeast assay | S. cerevisiae Candida pump triplex, Nile Red efflux | inhibition, % at 10 µM | 330,000 tested, 0.44% active | AID 485275;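 active means plate passing quality check with inhibition over a set limit, or well fluorescence over plate mean plus 4 SD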;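 further: Nile Red retained in pooled yeast measured as flow cytometry median fluorescence; 0% = buffer negative control and 100% = Enniatin B positive control; higher means more Nile Red kept so more efflux inhibition; some compounds called inactive have numbers as strong as hits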
# MEX-5 binding: C. elegans MEX-5 TCR-2 RNA binding activity | 300,000 tested, 0.38% active | activity score (negative = inhibition of binding), % at 10 µM | MEX-5/FITC-TCR2 RNA binding, fluorescence polarization; stronger effect = lower value;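 active means inhibition past about -25% in most replicates, and total fluorescence under double the plate's negative control median, limit read from the data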;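 further: 0% = DMSO and -100% = 5 µM competing unlabeled TCR2 RNA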
# Numbers without * were called inactive; x = no result given. Only part of the results is shown, so the mix of outcomes need not match the whole.
SMILES,Fam108B counter,MCL1-BIM inh,VLA-4 inh,GRK2 aptamer HTS,GLD-1 RNA inh,PME-1 primary,Bcl-xL primary,Efflux pump mplx,MEX-5 binding
CC(C)CNC(=O)c1cccc(NC(=O)COc2cccc([N+](=O)[O-])c2)c1,0,9,-24,1,8,-2,14,0.0,-0.9
CCOC(=O)c1sc2nc(C)c3c(c2c1N)CC(C)(C)OC3,3,2,-2,0,3,3,5,0.0,0.8
CCOC(=O)C1(CCOC)CCN(C(C)CCc2ccc(OC)cc2)CC1 (stereo unspecified),1,3,7,3,1,-7,0,0.4,1.8
COc1cccc2c(SCC(=O)N/N=C/c3ccc(O)c(O)c3)cc(C)nc12,2,43*,3,0,-6,1,2,0.0,-3.0
COc1cccc(CN(C)C(=S)Nc2cccc(C)c2)c1,4,7,1,1,-2,-1,3,0.1,0.6
CCCN(CCC)CCCNC(=O)Cn1cnc2sc(C)c(S(=O)(=O)N3CCC(C)CC3)c2c1=O,-2,-11,-3,0,8,-7,3,0.2,-0.3
c1ccc(CSc2nnc3ccc(-c4ccncc4)nn23)cc1,-6,4,-1,0,-4,-8,0,0.2,0.4
Cc1cccc(OCCOC(=O)Nc2ccccc2)c1,-7,-2,-9,0,-2,1,-3,0.1,0.2
CN(CC(=O)Nc1ccccc1Cl)C(=O)Cn1cc(C(F)(F)F)cc(Cl)c1=O,-2,-17,7,0,-1,4,-11,0.0,1.9
O=C(Nc1ccccc1C(=O)NCCc1ccccc1)c1cnccn1,0,-6,-8,4,2,-8,5,0.0,1.2
O=C(NCc1ccccc1)c1ccc(CN(c2ccccn2)S(=O)(=O)c2ccccc2)cc1,-4,6,-6,0,-5,-5,4,0.1,0.2
Cc1ccc(S(=O)(=O)N(C)C)cc1NC(=S)NNC(=O)C(N)=O,-2,5,-2,3,-6,-4,1,0.0,-18
COc1cc(C(=O)NS(=O)(=O)c2ccccc2C)ccc1Cc1cn(C)c2ccc(NC(=O)OC3CCCC3)cc12,-151,-1,-11,1,4,-196,37*,-0.1,-8.3
CCOc1ncccc1C(=O)NNC(=O)CSc1ccc(Cl)cc1,x,x,0,2,9,x,x,0.3,x
CCOc1ccc(S(=O)(=O)N(CC)CC(=O)NCc2cccnc2)cc1C,3,1,10,2,-3,7,1,0.0,1.7
CCn1ccnc1CN1CCc2c([nH]c3ccccc23)C1CC(C)C (stereo unspecified),1,8,-4,3,2,4,9,-0.1,-0.4
COc1cc2c(cc1OC)CN(CC(=O)Nc1ccc(F)cc1)CC2,-2,12,19,0,7,4,13,0.2,-3.9
COc1ccccc1C(=O)NC(CCSC)C(=O)NNC(=O)c1ccccc1C (stereo unspecified),-2,5,14,3,-1,-7,1,0.0,-0.4
O=C(NCCc1ccccc1)C1CCN(S(=O)(=O)c2cccnc2)CC1,-2,-3,-15,4,-2,1,3,0.1,2.5
COCC1CCCN(Cc2cn(-c3ccccc3F)nc2-c2cc(C)sc2C)C1 (stereo unspecified),-1,1,11,0,-6,4,13,-0.1,2.2
O=C(N/N=C/c1ccc(OC(=O)c2ccccc2Cl)cc1)c1ccc(O)cc1,-11,6,-7,0,14,-8,3,-0.1,-2.7
CCC(=O)c1c[nH]c(C(=O)NCc2ccco2)c1,-1,-1,2,0,5,6,2,0.0,2.8
Cc1c(C(=O)N2CCCC2)oc2c1-c1[nH]ncc1CC2,2,6,0,0,2,-1,5,0.1,-2.0
CCNc1nc(Cl)nc(-c2cn(-c3ccccc3)c3ccccc23)n1,-11,3,4,0,-1,-2,6,-0.2,0.3
O=C(CCCCN1CCCCC1)c1ccccc1,3,-2,7,2,8,-5,1,0.0,x

# More results:
SMILES,Fam108B counter,MCL1-BIM inh,VLA-4 inh,GRK2 aptamer HTS,GLD-1 RNA inh,PME-1 primary,Bcl-xL primary,Efflux pump mplx,MEX-5 binding
O=C(Nc1ccccc1C(=O)O)c1cccc(NC(=O)c2ccccc2Br)c1,-3,3,10,0,3,-5,6,-0.2,-0.9
CC1CCN(CCNC(=S)Nc2ccc(Cl)cc2)CC1,-1,4,13,0,-30,-3,6,-0.2,-2.9
CSc1ncc(Cl)c(C(=O)Nc2c(C)cccc2C)n1,0,-3,29,1,5,2,-3,0.1,-0.2
COCC(=O)NC1CCN(C(=O)NCc2ccccc2)CC1,-5,-4,2,0,-1,-14,-4,0.3,0.3
CCCc1ncc(C(O)c2ccc(OC)cc2)n1C (stereo unspecified),0,-1,-4,0,-1,-4,-2,-0.1,0.3
O=C(CN1CCCCC1)NNc1nc(-c2ccccc2)c2cc(Cl)ccc2n1,-2,5,5,0,8,-2,6,0.1,0.8
Cc1cc(/C=N/Nc2nc(N)ncc2[N+](=O)[O-])c(C)n1-c1cccc(C(F)(F)F)c1,-2,6,-1,1,-8,3,5,0.0,-3.2
N#Cc1cnc2cc(-c3ccccc3)nn2c1N,-4,0,-2,2,0,1,6,0.3,-1.7
CCOC(=O)c1cc(-c2ccc(C#N)cc2)nc2c1c(C)nn2CCC#N,-5,11,2,0,-11,-17,5,0.3,2.0
Cc1ccc(OCC(=O)Nc2cc(C(=O)O)cc(C(=O)O)c2)cc1C,2,6,-2,3,0,3,10,-0.1,-1.3
O=C(Nc1ccc2nc(C3CC3)n(Cc3ccccc3)c(=O)c2c1)C1CC1,-3,-6,-5,2,-2,-2,1,-0.1,-3.6
COc1ccc(CCCC(=O)Nc2ccc(F)cc2)cc1,-2,-4,4,0,-2,2,-1,-0.1,0.8
CCc1cc2c(=O)n(Cc3ccco3)c(SCC(=O)NC3CCS(=O)(=O)C3)nc2s1 (stereo unspecified),5,9,10,0,-2,2,1,-0.1,2.6
CCOC(=O)c1nc2c(ccc3ccccc32)cc1C,-3,0,22,0,0,-1,1,-0.2,1.9
NC(=O)CNC(=O)c1cccc(Cl)c1,3,8,9,0,1,3,2,0.1,4.3
CCC(=O)N1CCc2cc(S(=O)(=O)NCCC(=O)Nc3ccccc3C)ccc21,2,8,-2,25,-1,2,8,-0.2,2.3
C=C(C)c1cccc(C(C)(C)NC(=O)Nc2ccc(OC)cc2)c1,-1,1,22,3,-1,3,0,0.0,0.2
NC(=O)CC(NC(=O)Cc1cccc2ccccc12)c1ccc(N2CCN(c3ccc(F)cc3)CC2)c([N+](=O)[O-])c1 (stereo unspecified),-3,9,-4,25,8,-2,7,-0.1,-3.8
O=C(CCN1C(=O)c2ccccc2S1(=O)=O)N1CCN(c2cccc(Cl)c2)CC1,-2,4,-15,1,-2,0,2,0.0,0.7
O=C(CSc1nnc(CNc2ccc(F)cc2)o1)OC1CCCCC1,1,4,7,3,0,4,5,-0.1,-0.1
O=C(N/N=C/c1ccc(O)c2ncccc12)c1cccc(Br)c1,12,14,4,0,-14,23,19,-0.1,-4.4
CC1=C(C(=O)OCc2ccccc2)C(c2ccccc2)NC(=O)N1 (stereo unspecified),6,4,21,2,7,8,3,0.0,0.3
Cc1cc(N2CCN(c3ccccc3)CC2)n2c(n1)nc1ccccc12,-1,-5,-26,0,-17,1,-1,0.4,x
Nn1c(SCC(=O)Nc2ccccc2F)nnc1-c1cccs1,0,-2,13,2,9,-2,-2,0.0,0.5
COc1ccc(N2CCN(C(=O)CSc3ncn[nH]3)CC2)cc1,1,-2,-3,0,1,0,-2,-0.1,-6.4

# Brought forward from above: 2 entries, followed by the next part.
SMILES,Fam108B counter,MCL1-BIM inh,VLA-4 inh,GRK2 aptamer HTS,GLD-1 RNA inh,PME-1 primary,Bcl-xL primary,Efflux pump mplx,MEX-5 binding
Nn1c(SCC(=O)Nc2ccccc2F)nnc1-c1cccs1,0,-2,13,2,9,-2,-2,0.0,0.5
COc1ccc(N2CCN(C(=O)CSc3ncn[nH]3)CC2)cc1,1,-2,-3,0,1,0,-2,-0.1,-6.4
COCc1nnc(NC(=O)CS(=O)(=O)c2ccc(C)cc2)s1,-2,-4,1,0,-4,3,0,0.1,1.4
Cc1ccccc1C(=O)NC(CC(C)C)C(=O)Nc1ccc(F)c([N+](=O)[O-])c1 (stereo unspecified),-2,0,4,0,4,7,6,0.1,0.6
CCOC(=O)Cc1cn2c(=O)cc(CSCC(=O)Nc3ccc(C)c(C)c3)nc2s1,2,15,-9,1,9,-7,12,-0.2,2.1
O=C(NCc1cccs1)c1cc(-c2ccncc2)nc2ccc(Br)cc12,-5,10,-3,0,4,0,9,0.0,-0.6
O=C(CSc1ccc(-c2ccc(F)cc2)nn1)N1CCCCC1,0,-1,0,0,1,0,3,0.1,0.1
Cc1cc(NC(=O)Cn2nc(C(F)(F)F)c3c2CCCC3)no1,-5,10,-9,0,0,-2,4,0.0,0.3
COc1ccccc1NC(=O)C(O)C(O)C(=O)Nc1ccccc1OC (stereo unspecified),-2,5,-5,4,-4,4,3,0.1,-1.3
CCc1nn2c(NCCOC)cc(C)nc2c1-c1ccc(F)cc1,4,9,4,1,0,3,2,0.1,1.0
COc1ccccc1OCCNC(=O)CNC(=O)c1ccc(Cl)c(Cl)c1,-3,6,25,0,3,-1,5,0.0,-0.1
S=C(c1ccc(-c2cccc(Cl)c2)o1)N1CCCCC1,-4,-3,10,2,1,1,-2,-0.2,0.6
Cc1cccc(-n2nnc(C(=O)NCc3ccc4c(c3)OCO4)c2N)c1,-1,4,-3,2,-6,-3,4,0.0,-1.8
COc1cccc(CN2CCN(Cc3ccc4cccc(F)c4n3)CC2CCO)c1 (stereo unspecified),-1,8,-2,2,7,2,4,-0.1,1.6
O=C(NCc1ccccn1)C(=O)Nc1cc2c3c(c1)CC(=O)N3CCC2,-2,11,7,0,-5,0,5,0.0,1.4
COc1cc(C(=O)NCc2nnc(SCC(=O)Nc3cccc(C(F)(F)F)c3)o2)cc(OC)c1OC,4,4,5,0,3,0,7,-0.1,x
O=C(CCNS(=O)(=O)c1cccs1)NCc1ccco1,-2,7,24,0,3,-2,7,-0.1,2.3
c1ccc(-c2noc(-c3ccc4ccccc4c3)n2)cc1,-3,7,3,0,1,6,5,0.1,0.9
Cc1ccccc1NC(=O)C(=O)NCCCN1CCOCC1,2,3,0,4,0,0,5,-0.1,-0.9
CCC/C=N/NC(=O)c1cc(Br)ccc1O,3,16,4,5,0,-7,5,-0.2,x
O=C(O)C(O)(c1ccccc1)C(O)c1ccccc1 (stereo unspecified),5,-3,-4,5,6,-2,6,-0.1,x
Cc1cc2ccccc2c(=O)n1CC(=O)NCC(=O)N1CCN(c2ccccc2F)CC1,-3,-3,-6,0,-4,-4,2,0.0,2.1
O=C1c2ccccc2S(=O)(=O)c2cc(C(=O)N3CCN(c4ccc(Cl)cn4)CC3)ccc21,4,-1,-8,0,5,7,-4,-0.1,2.1
CC(C)(C)NC(=O)CN(Cc1ccc2c(c1)OCO2)C(=O)CCC(=O)Nc1nccs1,0,8,0,0,-7,-3,11,-0.1,2.3
CN(CC(=O)Nc1ccccc1-c1ccccc1)Cc1ccccc1Cl,-5,-1,-2,0,-4,3,3,0.0,0.2
COc1ccc(-c2nn(-c3ccccc3)cc2/C=C2/SC(=S)N(CCC(=O)O)C2=O)cc1,0,2,6,1,-13,3,6,0.1,2.1
Cc1cccc(C)c1NC(=O)c1sc(Cl)nc1C,0,1,2,0,0,1,3,0.3,-0.3
COc1ccc(OC)c(NC(=O)COC(=O)C2CCCCC2)c1,x,x,6,2,5,x,x,0.3,x
Cc1noc(NC(=O)c2ccccc2Cl)c1C#N,-5,10,20,1,4,-6,10,-0.1,3.2
O=C(NCc1ccncc1)c1ccc(Cn2cc(C(F)(F)F)ccc2=O)cc1,1,11,-14,0,-1,-1,10,-0.1,2.8
